ER stress death = protection against thapsigargin ER stress killing – CSM14.1 cells, ATP luminescence, primary screen | CSM14.1 thapsigargin ER stress survival | relative survival (cellular ATP), % at 15 µg/mL (by protocol) | 48,000 tested, 0.33% active;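 active means survival measured by cellular ATP above 50% at 15 µg/ml in the first screen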;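 further: cell death triggered by about 15 µM thapsigargin; ATP read 24 h after thapsigargin was added; plate controls were thapsigargin with DMSO for no effect and DMSO without thapsigargin for full effect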
Numbers without * were called inactive.

SMILES | ER stress death
COc1ccc(C(=O)Nc2ccc(O)c(-c3nc4cc(Cl)ccc4o3)c2)cc1 | 5
CCOC(=O)c1sc(NC(=S)NC(=O)c2ccc([N+](=O)[O-])cc2)c(C(=O)OCC)c1C | 9
CN1CCN(S(=O)(=O)c2ccc(Br)c3ccccc23)CC1 | -6
CC(=O)Nc1ccc(Nc2nc3ccccc3nc2Nc2ccc(NC(C)=O)cc2)cc1 | -5
CC(C)C(C(=O)O)N1C(=O)/C(=C/c2ccc([N+](=O)[O-])cc2)SC1=S (stereo not drawn) | 0
O=C1CSC(=S)N1c1cccc(Br)c1 | -1
CS(=O)(=O)N(CC(N)=O)c1cccc(C(F)(F)F)c1 | 1
N#C/C(=C/c1cccnc1)C(=O)Nc1cccc(Br)c1 | 2
CCOC(=O)c1ccc(NC(=O)c2ccc[n+]([O-])c2)cc1 | 5
COc1cccc(/C=N/NC(=O)CSCC(=O)Nc2ccccc2)c1O | 3
CCn1c(C)[n+](CCO)c2cc(Cl)c(Cl)cc21 | 0
O=C1C(=O)N(Cc2ccccc2)C(c2ccc(Br)cc2)/C1=C(/O)c1ccccc1 (stereo not drawn) | 4
O=C(NNC1=C(C(=O)C(F)(F)F)CCC1)c1ccc(-c2ccccc2)cc1 | 8
Cc1ccc(NC2=NC3(CCCC3)N=C(N)N2)c(C)c1 | -5
O=C(CCN1C(=O)c2ccccc2C1=O)NC1CCCC1 | 20
COc1cc(/C=c2\sc3nc4ccccc4n3c2=O)ccc1OC(=O)c1cccs1 | 4
COc1cc(C2CC(=O)Nc3c2ccc2ccccc32)cc(Cl)c1O (stereo not drawn) | 4
FC(F)(F)c1cccc(NC(=S)NCc2ccc3c(c2)OCO3)c1 | -3
COc1cc2ccccc2cc1C(=O)Nc1ccc(Cc2ccncc2)cc1 | 16
CC(=O)c1ccc(NC(=O)Cc2ccc(Cl)cc2)cc1 | -3
CCN(CC)c1ccc(/C=N/NS(C)(=O)=O)cc1 | -7
Cc1ccc(-n2nc3cc(C)c(NC(=O)c4ccccc4Br)cc3n2)cc1 | 6
COc1ccc(S(=O)(=O)N2CCN(Cc3cccn3C)CC2)cc1 | 0
CC(C)CN1C(=O)/C(=C/c2cccc(Br)c2)SC1=S | 0
CC(=O)c1ccc(N2C(=O)CC(S/C(N)=N/N=C(\C)c3cccs3)C2=O)cc1 (stereo not drawn) | 3
COc1cc(NS(=O)(=O)c2c(C)cc(C)cc2C)c(OC)cc1Cl | 8
Cc1cccc(C(=O)NNC(=O)COc2ccccc2Cl)c1O | 7
O=C(/C=C/c1ccc2c(c1)OCO2)c1cccc(Br)c1 | 0
COCCOC(=O)C1=C(C)NC(=O)CC1c1ccccc1OC(C)C (stereo not drawn) | -3
O=C(Nc1ccc(I)cc1Cl)c1cc2ccccc2oc1=O | -4

A different layout for part of the listing above.
FC(F)(F)c1cccc(NC(=S)NCc2ccc3c(c2)OCO3)c1
  ER stress death = -3

COc1cc2ccccc2cc1C(=O)Nc1ccc(Cc2ccncc2)cc1
  ER stress death = 16

CC(=O)c1ccc(NC(=O)Cc2ccc(Cl)cc2)cc1
  ER stress death = -3

CCN(CC)c1ccc(/C=N/NS(C)(=O)=O)cc1
  ER stress death = -7

Later entries:
SMILES | ER stress death
O=[N+]([O-])c1ccc(S(=O)(=O)N/N=C/c2ccco2)cc1 | 3
CC(=O)c1ccc(NCCC(=O)c2cccs2)cc1 | 10
CCCN1c2ccccc2C(=C2SC(C(=O)OC)=C(C(=O)OC)S2)C(=S)C1(C)C | 2
Cc1ccc2nsnc2c1NC(=O)/C=C/c1ccccc1 | 8
O=C(Nc1ncc(Cc2ccc(F)cc2)s1)c1ccccc1Br | 1
COc1ccc(C(=O)Nc2cccc(C)c2C)cc1 | -4
NC(=O)C(Cc1ccccc1)N1CC(=O)NC(=O)C1 (stereo not drawn) | -3
Cc1ccc(OCCCn2ccnc2)cc1 | -4
O=C(CSc1nc2ccccc2o1)NCc1ccco1 | 12
O=C(Nc1ccccn1)c1cc(-c2ccc(Cl)c(Cl)c2)nc2ccccc12 | 4
CCSc1nnc(NC(=O)c2ccc(Cl)cc2)s1 | 10
COc1ccc(NC(=O)c2sc3cc(C)ccc3c2Cl)cc1 | 9
Cc1ccc(OCC(O)CNC(C)C)cc1C (stereo not drawn) | -21
NC(=O)c1cc(NC(=O)c2ccc([N+](=O)[O-])cc2)ccc1Cl | 1
CC(C)Oc1ccc(C2CC(=O)N(c3cccc(/C=C/C(=O)O)c3)C2=O)cc1 (stereo not drawn) | 8

Two records drawn at random from those above:
SMILES | ER stress death
CCN(CC)c1ccc(/C=N/NS(C)(=O)=O)cc1 | -7
O=C(CSc1nc2ccccc2o1)NCc1ccco1 | 12

Next structures follow.
SMILES | ER stress death
CC1(C)CC(=O)C2=C(C1)c1cc3ccccc3cc1NC2c1cccc([N+](=O)[O-])c1 (stereo not drawn) | 1
Cc1ccc(C(=O)/C=C/c2ccccc2OCc2ccccc2)cc1 | 4
CCC(C)c1ccc(OCCOc2c(I)cc(/C=N/n3cnnc3)cc2OC)cc1 (stereo not drawn) | 9
CCc1ccc(NC(=O)C2CC(=O)N(c3ccccc3)C2)cc1 (stereo not drawn) | 9
O=C1CC(NC2CCCCC2)C(=O)N1c1ccc(Br)cc1 (stereo not drawn) | 2
Cc1ccc(NC(=O)CSc2ncn[nH]2)cc1 | -4
C#CCSc1nc(N)c(C#N)c(-c2ccc(O)cc2)c1C#N | -11
CN(C)c1ccc(/C=N/NC(=O)c2cc(-c3ccc4ccccc4c3)n[nH]2)cc1 | 3
CCCc1ccc(OCC(=O)Nc2ccc(N3CCOCC3)cc2)cc1 | 7
O=C(N/C(=C/c1cccnc1)c1nc2ccccc2[nH]1)c1cccc(Br)c1 | 2
Cc1cc(C)n2nc(-c3cccc(Cl)c3)cc2n1 | 1
Fc1ccc(COc2ccccc2/C=N/n2cnnc2)cc1 | 3
O=C1S/C(=C/c2ccccc2)C(=O)N1CC(=O)N1c2ccccc2Sc2ccc(Cl)cc21 | 6
CC(C)(C)c1nnc(NC(=O)Nc2ccccc2)s1 | 2
CCOc1ccccc1NC(=O)NS(=O)(=O)c1ccc(C)cc1 | 2

By substructure: the entries above with a thiophene ring, fused or not.
SMILES | ER stress death
CCOC(=O)c1sc(NC(=S)NC(=O)c2ccc([N+](=O)[O-])cc2)c(C(=O)OCC)c1C | 9
COc1cc(/C=c2\sc3nc4ccccc4n3c2=O)ccc1OC(=O)c1cccs1 | 4
CC(=O)c1ccc(N2C(=O)CC(S/C(N)=N/N=C(\C)c3cccs3)C2=O)cc1 (stereo not drawn) | 3
CC(=O)c1ccc(NCCC(=O)c2cccs2)cc1 | 10
COc1ccc(NC(=O)c2sc3cc(C)ccc3c2Cl)cc1 | 9

The list goes on.
SMILES | ER stress death
Nc1nnc(SCC(=O)NC(c2ccccc2)c2ccccc2)s1 | 9
CC(Nc1cccc2ccccc12)C(=O)N/N=C/c1ccc(O)cc1O (stereo not drawn) | 25
CC(C)(C)c1ccc(-c2cc(-c3ccccc3O)[nH]n2)cc1 | 6
COc1ccc(N2C(=O)NC(=O)/C(=C\c3ccccc3Cl)C2=O)cc1 | -1
O=C(Nc1cccc2ccccc12)C(=O)NC1CCCCC1 | 17
Cc1ccc(C2SCC(=O)N2CCCN(C)C)cc1 (stereo not drawn) | -4
Fc1ccccc1OCCSc1nc2ccc(Br)cc2[nH]1 | 2
O=C(COc1ccc2ccccc2c1)NCc1ccccc1Cl | 2
Cc1ccc(C(=O)NCCNc2ccc([N+](=O)[O-])cc2Cl)o1 | 4
O=C(CC(=O)N/N=C/c1c(Cl)cccc1Cl)NCc1cccnc1 | 6
CCOC(=O)C1=C(O)CSC1=Nc1ccccc1 | -1
COc1ccc(C(=O)N2c3ccccc3N(Cc3ccccc3)C(=O)C2(C)C)cc1 | 110*
CCC(=O)NC(Cc1ccc(OC)c([N+](=O)[O-])c1)C(=O)O (stereo not drawn) | -9
COc1ccc(CCNC(=O)c2c(-c3ccccc3Cl)noc2C)cc1OC | 6
C/C(=C\C(=O)c1ccc(Br)cc1)Nc1ccccc1O | -6
Cc1cccc(NC(=O)C2CC(=O)N(c3ccccc3)C2)c1 (stereo not drawn) | 1
Cn1/c(=N\N=C\c2ccc(Br)cc2)sc2ccccc21 | 14
COCCNS(=O)(=O)c1ccc(OC)c(Br)c1 | 7
CCOc1ccccc1NC(=O)CN(Cc1ccccc1)S(=O)(=O)c1ccc(OC)c(OC)c1 | 14
O=S(=O)(N/N=C/c1ccc(Br)cc1)c1ccccc1 | 3
Oc1[nH]c2ccccc2c1C=Nc1ccccc1 | 9
Clc1ccccc1OCCCCn1ccnc1 | 13
O=S(=O)(Nc1ccc(Cl)c(Cl)c1)c1ccc2ccccc2c1 | 1
C=CCN1C(=O)/C(=C/c2ccc(C)cc2)SC1=S | 8
CCN(CC)C(=O)c1sc(NC(=O)c2ccc(C)c(C)c2)c(C(=O)OC)c1C | 14
CCc1ccccc1N(CC(=O)Nc1ccc(OC)cc1)S(C)(=O)=O | 3
COc1ccc(C(=O)Nc2ccc(-c3nc4ccccc4o3)c(O)c2)cc1[N+](=O)[O-] | 10
O=C1CCCC2=C1C(c1ccc(Cl)cc1)Nc1ccccc1N2 (stereo not drawn) | -2
NC(=O)C1CCN(S(=O)(=O)c2ccc([N+](=O)[O-])cc2)CC1 | 5
COc1ccc(C(=O)NC2CCCCC2)cc1OC | 3
COc1ccc(N2C(=O)NC(=O)/C(=C/c3ccc(-c4ccc([N+](=O)[O-])cc4C)o3)C2=O)cc1 | 4
COc1cc(C(=O)NC(NC(=S)Nc2ccc(C(C)=O)cc2)C(Cl)(Cl)Cl)cc(OC)c1OC (stereo not drawn) | -2
COc1cccc(C(=O)Nc2ccc(OC(F)(F)F)cc2)c1 | 0
CC(C)OCC(O)CNc1ccccc1 (stereo not drawn) | 1
O=C(Nc1ccccn1)c1ccc(-c2ccccc2)cc1 | -4
Cc1cccc(C(=O)NCc2ccco2)c1 | -3
O=C(CSc1nnnn1-c1ccccc1F)Nc1ccc2c(c1)OCO2 | 0
COc1ccc(NS(=O)(=O)c2cccc([N+](=O)[O-])c2)cc1Cl | 4
O=C1C(Cl)=C(Nc2ccc3c(c2)OCO3)C(=O)N1c1ccccc1 | 3
O=C1CS/C(=N/N=C/c2ccc3c(c2)OCO3)N1 | 2
COc1ccccc1N1CCN(C2CC(=O)N(c3ccc(F)cc3)C2=O)CC1 (stereo not drawn) | 6
CCOC(=O)C1=C(N)OC2=C(C(=O)CCC2)C1c1ccccc1OCC (stereo not drawn) | 12
Cc1ccc2c(c1)NC(c1cccc([N+](=O)[O-])c1)C1=C(CC(C)(C)CC1=O)N2 (stereo not drawn) | 7
Cc1ccc(C2(CC(=O)O)CCOC(C)(C)C2)cc1 (stereo not drawn) | 6
CCOc1ccc(NC(=S)NC(NC(=O)N(C)C)C(Cl)(Cl)Cl)cc1 (stereo not drawn) | -1
COCCCNC(=O)c1ccc(Br)cc1 | 3
O=C(NN1C(=O)/C(=C\c2ccccc2Cl)SC1=S)c1ccc(Br)cc1 | 9
Cc1cc(=O)oc2cc(OCC(=O)OCc3ccccc3)c(Cl)cc12 | 10
COc1ccc2c(c1)CCC1C2=NN(/C(C)=C/C(C)=O)C1c1ccc(Br)cc1 (stereo not drawn) | -1
CCOc1cc(/C=C2\SC(=S)N(C)C2=O)ccc1O | 5
Cc1cc(OCC(F)(F)C(F)(F)C(F)(F)C(F)F)nc(N)n1 | 7
O=C(NC(=S)Nc1ccc(Cl)c(Cl)c1)c1ccco1 | 1
O=C(c1ccc(S(=O)(=O)N2CCCCC2)cc1)N1CCN(Cc2ccc3c(c2)OCO3)CC1 | 6
COCCOC(=O)C1=C(C)N(C)C(=O)NC1c1ccccc1Cl (stereo not drawn) | 5
CCSc1nc(N)c(C#N)c(-c2ccco2)c1C#N | -4
O=C(O)CCCCCN1C(=O)C(=O)/C(=C(/O)c2ccc(Cl)cc2)C1c1ccc([N+](=O)[O-])cc1 (stereo not drawn) | 2
COc1cc(NC(=O)c2ccccc2Br)ccc1NC(=O)c1cc2ccccc2o1 | 0
OCC(O)COC(c1ccccc1)(c1ccccc1)c1ccccc1 (stereo not drawn) | -5
O=[N+]([O-])c1ccc(C=NN2CCN(Cc3ccccc3)CC2)cc1 | 13
N#CC1=C(N)NC(SCC(=O)c2ccc(Cl)cc2)=C(C#N)C12CCCCC2 | -5

(list continues)
SMILES | ER stress death
CCOC(=O)c1[nH]c(C)c(C(=O)C(C)CC)c1C (stereo not drawn) | -2
Cc1ccc2oc(-c3cc(NC(=O)/C=C/c4cccc([N+](=O)[O-])c4)ccc3O)nc2c1 | 12
O=C1NN(c2ccccc2)C(=O)/C1=C\c1cccc(I)c1 | 1
CCOC(=O)c1c(NC(=O)c2ccco2)sc(C(=O)N(CC)CC)c1C | -2
Cc1nc2cc(-c3cccc(Cl)c3)[nH]n2c(=O)c1C | -6
COc1cccc(C(=O)NCc2ccccc2OC)c1 | 4
Cc1ccc(Cl)cc1NC(=O)c1c(F)c(F)c(F)c(F)c1F | 3
COC(=O)C1=C(C)N(C)C(C)=C(C(=O)OC)C1c1cccc(C)c1 | 1
CC(C)(C)NC(=O)CCNS(=O)(=O)c1ccccc1[N+](=O)[O-] | -1
CC(=O)Nc1ccccc1NC(=O)COc1ccc(C)cc1Br | -6
C/C(Cn1nnc([N+](=O)[O-])n1)=N\NC(=O)c1ccc(Cl)c(Cl)c1 | -3
O=C(O)c1ncc(-c2ccccc2)cn1 | 3
CCOc1ccc(NC2=C(Cl)C(=O)N(c3ccc(Br)cc3)C2=O)cc1 | 4
O=C(CSc1nc2ccccc2c(=O)[nH]1)c1ccccc1 | 18
COc1ccc(-c2cn3c4ccccc4n(N)c3n2)cc1 | -7
CC(=O)NS(=O)(=O)c1ccc(N/C(N)=N\c2nc(C)cc(C)n2)cc1 | 4
CC1CCN(c2cc(N3CCN(C(=O)c4ccc(F)cc4)CC3)c([N+](=O)[O-])cc2F)CC1 | -3

Compound activity from PubChem BioAssay.

This is a subset; the hit share may differ from the screen's.
